# High-throughput results: PubChem, several laboratories
# KLF5 inh = kruppel-like factor 5 inhibition | hit rate 0.23% among 290,000 | AID 1700 | inhibition, % at 5 µM | DLD-1 KLF5 promoter-luciferase reporter, luminescence;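 active means inhibition above a per-plate limit of that plate's mean compound inhibition plus 3 SD, cut at about 60% in these data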;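 further: 0% = DMSO wells and 100% = LY294002 at 200 µM; higher means less KLF5 promoter-driven luciferase light; inactives centre near -14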
# IEC-6 tox = counter-screen for KLF5 inhibitors: cytotoxicity in IEC-6 cells; hit rate 0.78% among 290,000; inhibition, % at 5 µM; IEC-6 cytotoxicity, luminescence viability; in the data active means inhibition above about 22%;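 further: 0% = plate median of test compound wells and 100% = cytotoxic reference compound wells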
# HSF1 activator = increases HSF-1 driven luciferase reporter signal. NIH3T3-HGL HSF-1 luciferase reporter, MG132, 8 h; 100% = twice DMSO control signal. activation, % at 9 µM. hit rate 1.7% among 300,000;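 active means mean replicate activation of at least 50% with a set share of replicates each reaching 50%; inconclusive means only one of those two conditions met; inactive means mean below 50% and too few replicates reaching it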;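 further: 0% = median of the neutral control wells and 100% = twice that signal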
# HSP90 refold inh = HSP90 refolding inhibition in rabbit reticulocyte lysate. luciferase refolding luminescence, 3 h. inhibition, % at 5.6 µM. hit rate 0.91% among 290,000. AID 1789;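 active means inhibition above the screen-wide mean plus 3 SD, computed separately per campaign, cut at about 16% in these data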;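 further: 0% = DMSO wells and 100% = 60 µM geldanamycin wells; inhibitors lower the luminescence because luciferase stays unfolded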
# HSF1 inhib = HSF1 inhibition; AID 2098; activity change, negative = inhibition, % at 7.5 µM (by protocol); hit rate 0.77% among 300,000; NIH3T3-HGL HSE-luciferase, MG132-induced, luminescence 8 h; stronger effect = lower value;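 active means more than half of replicate wells show activity change below -50%, luminescence cut by over half; inconclusive means some wells, but at most half, below -50%; inactive means no replicate well below -50%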;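 further: luciferase reports HSF-1 transcriptional activity via heat shock element; 0% = median of DMSO wells and -100% = zero luminescence signal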
# aSyn 5UTR inh = MLPCN primary screen, SNCA 5' untranslated region. inhibition, % (tested at 7.5 µM). alpha-synuclein 5'UTR reporter, inhibitor activity. hit rate 0.82% among 300,000; in the data active means inhibition above about 60%; inconclusive means no clear call, values can overlap the other calls;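 further: H4 neuroglioblastoma cells stably carrying SNCA 5'UTR luciferase fusion; 0% = DMSO wells and 100% = positive control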
# HIF act = HIF pathway transcriptional activation; U2OS HRE-luciferase reporter, luminescence; normalized: DMSO 0%, desferrioxamine 100%; activation, % at 7.5 µM (by protocol); hit rate 0.32% among 300,000; AID 1910;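 active means mean activation of at least 10% of the iron chelator positive control signal, with at least half of replicates also reaching 10%; inconclusive means mean and replicate majority disagree about reaching 10%; inactive means mean and most replicates under 10%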
# Platelet DG rel = platelet dense granule release activity. hit rate 0.22% among 300,000. human platelet-rich plasma, SFLLRN dense granule ATP release, luminescence. inhibition, %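 (compounds screened at 7.5 µM in platelet-rich plasma)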;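 active means mean replicate score, as percent of positive control, at or above 50; inconclusive means mean below 50 but at least one replicate at or above 50; inactive means mean and every replicate below 50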
# SKKanGAS inh = SKKanGAS growth inhibition | S. pyogenes SKKanGAS, kanamycin growth, BacTiter-Glo, 6 h | inhibition, % at 7.5 µM | hit rate 1.3% among 300,000 | AID 1662;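 active means mean replicate score, as percent of positive control median, at least 50; inconclusive means mean below 50 but one replicate at or above 50; inactive means mean and every replicate below 50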;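 further: strain carries kanamycin resistance gene driven by streptokinase promoter and grows in 40 µg/ml kanamycin; loss of luminescence reflects streptokinase promoter inhibition or plain growth inhibition; 0% = median of DMSO wells and 100% = positive control at its reference dose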
# AI-2 QS mod = modulates the Vibrio harveyi AI-2 quorum sensing system. activity change, % at 7.5 µM. AID 2094. Vibrio harveyi JMH597 AI-2 luminescence/OD600 ratio, 9 h; stronger effect = lower value; strain lacks LuxN and CqsS sensors; 0 = neutral-control median. hit rate 0.4% among 300,000; in the data active means activity change below about -75%, passing the limit was not always enough; inconclusive means no clear call, values can overlap the other calls;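 further: luminescence divided by OD600 gain over 9 h not by final OD600 alone; inactives centre near 13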
# An asterisk follows results filed as active; ? = inconclusive; . = no result given.
cpd	SMILES	KLF5 inh	IEC-6 tox	HSF1 activator	HSP90 refold inh	HSF1 inhib
1	CSc1ccccc1NC(=O)c1cc(-c2ccc3c(c2)OCO3)on1	-77	2	14	0	0
2	O=C(Nc1ccccc1)Nc1cccc(-c2cn3cccnc3n2)c1	-23	7	13	-3	2
3	CCCCn1c(N)c(N(Cc2ccccc2OC)C(=O)c2ccc(N3CCCC3=O)cc2)c(=O)[nH]c1=O	.	.	-17	.	-3
4	CC(C)(C)c1ccc(-n2ncc3c2CCCC3NC(=O)c2csnn2)cc1 (centres undefined)	-26	-14	-3	4	0
5	Cc1ccc(NC2(c3nnnn3-c3c(C)cccc3C)CCCCC2)cc1	-14	7	11	9	-1
6	CCOC(=O)c1c(C)[nH]c(C(=O)OCc2ccc(C)cc2)c1C	-45	-3	16	-3	11
7	COc1ccccc1C(=O)Nc1cc(Cl)ccc1O	-14	0	65*	2	19
8	Cc1cccc(NC(=O)CCc2nc3sc4c(c3c(=O)[nH]2)CCCC4)n1	.	.	9	.	4
9	COc1ccc(CNC(=O)C2CCCN(Cc3nc(-c4cccc(C)c4)oc3C)C2)cc1 (centres undefined)	0	1	5	-2	4
10	COc1ccc(-c2cc(C(=O)O)c3sc(N4CCCCC4)nc3n2)cc1OC	-2	-13	-2	-1	-5
11	CC(C)(C)OC(=O)N[C@@H](Cc1ccccc1)c1nnc(SCC(=O)c2ccc(Cl)cc2)o1	-34	-7	55*	-3	12
12	Cc1cc(Cl)c2oc(C(=O)N(CCO)Cc3ccccc3)c(C)c2c1	-47	-5	22	-1	15

cpd	aSyn 5UTR inh	HIF act	Platelet DG rel	SKKanGAS inh	AI-2 QS mod
1	-128	1.8	1	2	20
2	-20	1.2	-4	5	17
3	-12	-0.2	14	-3	10
4	16	0.0	-15	20	7
5	29	-0.4	15	4	11
6	-51	1.7	-5	25	23
7	-14	0.6	18	-2	17
8	-8	-32	0	17	1
9	14	0.3	4	2	21
10	16	-0.5	2	11	12
11	13	-0.2	7	1	-7
12	-3	1.3	1	0	21

# Following part:
cpd	SMILES	KLF5 inh	IEC-6 tox	HSF1 activator	HSP90 refold inh	HSF1 inhib
13	CN(Cc1ccc(F)cc1)C(=O)c1cccc(NS(=O)(=O)c2ccccc2)c1	-28	-4	-46	4	-34
14	Cc1nc(NC(=O)c2cccnc2Cl)sc1C	.	.	40	.	9
15	CCOc1ccccc1CN1CCNC(=O)C1CC(=O)NCc1ccccn1 (centres undefined)	-16	-6	-12	-5	-2
16	O=c1c2c(nc3n1CCCCC3)-c1ccccc1CC21CCCC1	15	0	12	1	7
17	COc1cc(CC(=O)Nc2cccc(SC)c2)cc(OC)c1OC	-37	8	5	-6	0
18	COc1cc(OC)cc(C(=O)NCC(=O)N2CCC(C)CC2)c1	0	0	-4	2	-12
19	COc1ccc(CCNC(=S)NC(=O)c2cc(OC)c(OC)c(OC)c2)cc1OC	-15	0	16	0	-7
20	COc1ccc(OC(=O)COc2ccc(C)cc2)cc1	-7	-8	-8	-4	-4
21	Cc1ccccc1NC(=O)Cc1nnc(SCC(=O)NC2CCCCC2)n1C	13	6	-15	2	5
22	O=C(OCN1C(=O)c2ccccc2C1=O)C1CCCCC1	-26	9	27	2	1
23	CC(C)c1ccc(NC2CCCN(C(=O)c3cccnc3)C2)cc1 (centres undefined)	-12	-2	-5	-2	1
24	O=C(NCc1ccco1)c1cccc(S(=O)(=O)N2CCN(Cc3ccccc3)CC2)c1	.	.	-2	.	-3

cpd	aSyn 5UTR inh	HIF act	Platelet DG rel	SKKanGAS inh	AI-2 QS mod
13	-6	-0.3	-3	7	21
14	-32	2.0	-19	-9	6
15	-9	0.9	8	-3	22
16	-17	0.1	-1	34	10
17	13	-0.2	7	0	4
18	16	-0.1	2	3	25
19	1	-0.1	1	4	10
20	11	0.2	10	-6	11
21	15	0.3	-5	-11	-3
22	9	-0.1	0	1	14
23	10	0.6	3	0	24
24	-1	0.4	5	5	-16

# The results go on.
cpd	SMILES	KLF5 inh	IEC-6 tox	HSF1 activator	HSP90 refold inh	HSF1 inhib
25	CN(CC(=O)N1CC=C(c2ccccc2)CC1)S(=O)(=O)c1cnc[nH]1	-32	3	3	0	-2
26	COc1cccc(NC2c3ccccc3C(=O)N2Cc2ccccc2Cl)c1 (centres undefined)	-3	-6	22	4	13
27	COc1ccc(C(=O)Nc2ccc(C(=O)NCCc3ccc(OC)c(OC)c3)cc2)cc1	-38	-1	2	0	-2
28	O=C(Nc1ccc2c(c1)CN(Cc1ccc(CO)o1)CC2)c1ccc(C(F)(F)F)cc1	-12	-4	40	-2	13
29	CCNC(=S)NNC(=O)c1cc(Br)cs1	-22	1	-1	14	1
30	CCOP(=O)(OCC)C(NC(=O)Nc1ccc(C)c(Cl)c1)c1ccccc1 (centres undefined)	-12	-4	13	-2	6
31	O=C(COC(=O)CCNS(=O)(=O)c1ccccc1)NNC(=O)c1ccccc1	.	.	-11	.	2
32	Cc1cccc2cc(/C=C/C(=O)c3ccco3)c(Cl)nc12	-27	-3	27	-10	15
33	Cc1ccc(S(=O)(=O)N2CCN(Cc3cc(C(C)(C)C)ccc3O)CC2)cc1	16	4	20	13	8
34	CCN1/C(=C\c2ccc3cc(C)ccc3[n+]2CC)Sc2cc(C)c(C)cc21	-14	37*	1	3	-8
35	CC(=O)Nc1ccc(S(=O)(=O)N(C#N)c2nc(N(C)C)nc(N(C)C)n2)cc1	-7	-8	0	-3	-3
36	COc1ccc(-n2ncc3c2CC(C)(C)CC3NC(=O)CCN2CCCC2=O)cc1 (centres undefined)	-25	-7	-24	2	-1

cpd	aSyn 5UTR inh	HIF act	Platelet DG rel	SKKanGAS inh	AI-2 QS mod
25	12	0.0	2	-2	21
26	26	-0.5	6	10	17
27	2	?	-1	4	16
28	-21	1.4	-6	20	15
29	-6	0.2	-5	1	8
30	-16	0.0	3	3	5
31	1	0.3	-4	-6	23
32	-60	1.3	-5	-15	23
33	-4	-1.1	1	1	9
34	14	-0.7	-2	71*	70
35	6	0.5	-3	-3	14
36	1	0.2	1	11	9

# (further entries)
cpd	SMILES	KLF5 inh	IEC-6 tox	HSF1 activator	HSP90 refold inh	HSF1 inhib
37	O=C(c1sc2cc(F)ccc2c1Cl)N1CCN(c2cccc(Cl)c2)CC1	-39	5	0	3	-1
38	Cc1cc2nccc(-c3ccc(Cl)cc3Cl)n2n1	-43	3	-5	0	-11
39	Fc1cccc(Cl)c1-c1nnc2ccc(N3CCOCC3)nn12	-5	7	-12	2	-8
40	CC/C(=C(\c1ccc(O)cc1)c1ccc(OCCN(C)C)cc1)c1ccccc1	-20	8	-7	1	1
41	O=C1CN(C(=O)COC(=O)CNC(=O)c2ccccc2)c2ccccc2N1	4	-2	-8	-5	-3
42	O=c1nc(-c2ccccc2)n(-c2ccc(Cl)cc2)[nH]1	-17	0	0	-1	-1
43	CC1CCCCN1C(=O)CNCC1CCCO1 (centres undefined)	-3	-8	8	1	-2
44	CCOC(=O)c1cc(C(C)(C)C)oc1CNC(=O)c1c(C)oc2c1CCCC2	-24	5	2	-4	-3
45	Cc1ccc(-c2nnn(Cc3nc(N)nc(N4CCOCC4)n3)n2)cc1	0	-1	-3	3	-6
46	CN1CCN(C(=S)c2ccc(-c3cccc([N+](=O)[O-])c3)o2)CC1	-26	-7	49	-1	29
47	COC(=O)c1ccccc1NC(=O)C12CC3CC(C1)CC(n1cnc(Cl)n1)(C3)C2	-1	-6	23	1	11
48	CCCC1(C(=O)OCC)NC(c2ccc(OC)cc2OC)C2C(=O)N(c3ccccc3)C(=O)C21 (centres undefined)	-3	-4	-1	0	-12

cpd	aSyn 5UTR inh	HIF act	Platelet DG rel	SKKanGAS inh	AI-2 QS mod
37	-3	-0.5	-6	8	19
38	-38	1.0	12	9	7
39	21	-0.5	-2	9	13
40	-1	0.1	0	4	2
41	-2	0.5	-9	-4	14
42	12	-0.1	1	0	-49
43	-2	0.8	-1	-1	17
44	2	0.2	2	9	-2
45	15	-0.1	-4	3	30
46	-171	2.7	-16	2	2
47	-7	-0.5	-1	4	11
48	-19	-0.3	-24	-14	17

# 4 structures from above, sorted by molecular weight, smallest number first.
cpd	SMILES	KLF5 inh	IEC-6 tox	HSF1 activator	HSP90 refold inh	HSF1 inhib
43	CC1CCCCN1C(=O)CNCC1CCCO1 (centres undefined)	-3	-8	8	1	-2
41	O=C1CN(C(=O)COC(=O)CNC(=O)c2ccccc2)c2ccccc2N1	4	-2	-8	-5	-3
44	CCOC(=O)c1cc(C(C)(C)C)oc1CNC(=O)c1c(C)oc2c1CCCC2	-24	5	2	-4	-3
47	COC(=O)c1ccccc1NC(=O)C12CC3CC(C1)CC(n1cnc(Cl)n1)(C3)C2	-1	-6	23	1	11

cpd	aSyn 5UTR inh	HIF act	Platelet DG rel	SKKanGAS inh	AI-2 QS mod
43	-2	0.8	-1	-1	17
41	-2	0.5	-9	-4	14
44	2	0.2	2	9	-2
47	-7	-0.5	-1	4	11

# (next part)
cpd	SMILES	KLF5 inh	IEC-6 tox	HSF1 activator	HSP90 refold inh	HSF1 inhib
49	Cc1cc(=O)n2[nH]c(CCC(=O)O)nc2n1	-17	6	-4	5	-2
50	CC(C)=CCC12Oc3cc(O)ccc3C1(O)Oc1cc3c(c(O)c1C2=O)C=CC(C)(C)O3 (centres undefined)	.	.	1	.	3
51	CN(C)c1ccc(C(CNC(=O)c2cccs2)N(C)C)cc1 (centres undefined)	-4	-1	35	-1	24
52	COc1ccc(OC)c(NC(=O)c2cc(S(=O)(=O)N3CCCC3)cn2C)c1	-12	1	-5	-2	-3
53	O=C(Nc1ccc2nc3n(c(=O)c2c1)CCCCC3)c1cc([N+](=O)[O-])ccc1F	10	62*	-72	34*	-68*
54	CCCOC(=O)c1ccc(Oc2coc3c(CN(CC)CC)c(O)ccc3c2=O)cc1	-14	2	10	2	1
55	Cc1nc2ccccn2c(=O)c1NC(=O)c1cccc2ccccc12	.	.	-5	.	-3
56	Fc1cccc(Cl)c1/C=N/Nc1c(Cl)cncc1Cl	-22	-6	-12	-6	0
57	O=S(=O)(Cc1ccccc1)NCC1CCCN(Cc2ccc3nonc3c2)C1 (centres undefined)	-27	-2	25	4	0
58	CC(C)C[C@H](NC(=O)N1CC(=O)Nc2ccccc21)C(=O)N[C@H](Cc1c[nH]c2ccccc12)C(=O)O	1	1	-14	0	-8
59	CN(C)CCN=Cc1c(O)n(Cc2ccc3c(c2)OCO3)c(=O)c2ccccc12	-28	-4	-1	-4	11

cpd	aSyn 5UTR inh	HIF act	Platelet DG rel	SKKanGAS inh	AI-2 QS mod
49	8	0.0	-3	-8	20
50	8	0.1	-2	105*	34
51	-42	5.5	-2	-1	8
52	11	0.2	25	-2	33
53	-42	-4.1	-4	19	-16
54	12	-0.2	-17	0	18
55	7	1.5	.	1	9
56	-16	1.0	-31	-9	12
57	-6	0.5	4	-3	41
58	-4	0.4	1	0	16
59	-7	-0.4	9	-1	9
